High-throughput results deposited in PubChem by several laboratories.
N-glyco inh: N-linked glycosylation inhibition; reporter increase, % at 12.5 µM; 360,000 tested, 0.23% active; D54 ERlucT glycosylation luciferase reporter, 24 h; percent of 100 nM tunicamycin response; AID 588692;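 active = mean luciferase reporter signal, scaled so untreated is 0 and the glycosylation-blocking control 100, at or above a set limit in every replicate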;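 also: luciferase carries N-glycosylation sites so blocking glycosylation raises the light; 0% = median of neutral control wells and 100% = median of 100 nM tunicamycin wells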
HTR2A ag: activates the mouse 5-HT2A serotonin receptor; P35363; CHO-K1 mHTR2A beta-arrestin complementation, luminescence; percent of 30 µM serotonin response; activation, % at 7.6 µM; 360,000 tested, 0.66% active;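 active = activation above a run cutoff, the mean activation of all tested compounds plus 3 SD, cut at about 14% in these data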;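 also: 0% = plate median of compound wells and 100% = 30 µM serotonin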
MC4R antag cAMP: human MC4R antagonism in cAMP assay; MC4R-expressing cells, MTII-stimulated cAMP, LANCE TR-FRET; AID 540295; inhibition, % at 6.5 µM; 360,000 tested, 0.48% active;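 active = inhibition above its plate's cutoff, the mean of tested wells on that plate plus 3 SD, cut at about 29% in these data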;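 also: 0% = Melanotan II alone and 100% = Melanotan II plus saturating MCL0020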
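Assay system: U2OS-MC4R stable cell line; Also added: Melanotan II; Technique: Eu-cAMP/anti-cAMP TR-FRET, emission 671 nm; Times: 30-min compound, 1-h challenge, 1-h detection, room temperature.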
PDI turbidity: blocks human protein disulfide isomerase activity; PDI insulin aggregation turbidity, A650, 90 min; inhibition, % at 10 µM; 350,000 tested, 0.052% active; AID 588391;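 active = mean inhibition across replicates of 30% or more, whatever share of single replicates reach that level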;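 also: absorbance from insulin aggregation driven by PDI reduction with DTT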
ABCB6 inh MLPCN: blocks the human ABCB6 transporter; AID 602162; K562-ABCB6 porphyrin accumulation, flow cytometry, 1 h; active compounds read low; 360,000 tested, 0.19% active; fluorescence ratio to DMSO, % at 10 µM; Q9NP58;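 active = fluorescence ratio to DMSO below 75%, the collection mean minus 3 SD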;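 also: signal is porphyrin accumulated inside mitochondria; 100% equals median channel fluorescence of DMSO control wells; lower ratio means ABCB6 inhibition with less porphyrin fluorescence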
CaV13 FRET inh: Primary screen for inhibitors of IQ motif and Ca2+-dependent inactivation inhibitor domain binding in CACNA1D, Förster resonance energy transfer in living cells, …. HEK cells, CFP/YFP FRET ICDI-IQ, plate reader, 10 min; percent FRET-ratio fall versus neutral wells. AID 743397. inhibition, % at 12.3 µM. 340,000 tested, 0.098% active;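 active = mean replicate inhibition of at least 30% and at least 1% of replicates passing that level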;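 also: 0% = median of the neutral control wells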
Cardio protect: protects H9c2 cardiomyocytes from peroxide injury; H2O2 injury protection, ATPLite, 2 h; protection from H2O2 cell death, % at 20 µM; 360,000 tested, 0.63% active;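 active = compounds giving at least 50% protection of heart cells from peroxide-induced death in the single-dose screen, raw or plate-pattern-corrected value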;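 also: 0% = DMSO wells with peroxide and 100% = DMSO wells without peroxide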
MC4R barr agon: human MC4R agonism via beta-arrestin. U2OS MC4R beta-arrestin complementation, luminescence; percent of melanotan II response, DMSO zero. activation, % at 8.9 µM. P32245. 360,000 tested, 0.98% active. AID 540308;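 active = activation above a per-plate cutoff, the mean activation of sample wells on that plate plus 3 SD, cut at about 8% in these data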
Granule exo inh: blocks lytic granule exocytosis; 360,000 tested, 0.66% active; inhibition, % at 10 µM; TALL-104 LAMP-1 surface exposure, flow cytometry; cells stimulated with thapsigargin and PMA;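 active = inhibition above about 55%, limit read from the data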
ABHD5-PLIN5 inh: ABHD5-PLIN5 protein interaction inhibition. 360,000 tested, 0.78% active. inhibition, % at 4 µM. Split G. princeps luciferase complementation, luminescence, 4 h;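 active = inhibition above the mean inhibition across every tested compound plus 3 SD, cut at about 22% in these data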;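 also: 0% = DMSO only wells and the 100% control is not disclosed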
Target sequence (Q00G26 whole entry, looked up): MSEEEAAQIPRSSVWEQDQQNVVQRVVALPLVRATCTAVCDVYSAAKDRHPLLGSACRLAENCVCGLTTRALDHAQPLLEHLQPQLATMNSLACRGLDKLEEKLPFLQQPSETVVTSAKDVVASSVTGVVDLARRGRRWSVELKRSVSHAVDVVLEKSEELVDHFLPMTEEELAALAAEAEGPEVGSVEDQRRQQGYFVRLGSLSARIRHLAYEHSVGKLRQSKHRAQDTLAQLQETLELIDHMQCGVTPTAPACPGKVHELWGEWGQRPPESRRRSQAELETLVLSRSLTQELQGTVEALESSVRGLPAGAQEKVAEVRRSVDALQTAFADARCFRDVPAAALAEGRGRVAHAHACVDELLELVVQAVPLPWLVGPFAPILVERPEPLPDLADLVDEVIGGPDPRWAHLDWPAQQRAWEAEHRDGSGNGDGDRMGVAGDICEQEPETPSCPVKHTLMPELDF
Target sequence (Q8WTS1 whole entry, looked up): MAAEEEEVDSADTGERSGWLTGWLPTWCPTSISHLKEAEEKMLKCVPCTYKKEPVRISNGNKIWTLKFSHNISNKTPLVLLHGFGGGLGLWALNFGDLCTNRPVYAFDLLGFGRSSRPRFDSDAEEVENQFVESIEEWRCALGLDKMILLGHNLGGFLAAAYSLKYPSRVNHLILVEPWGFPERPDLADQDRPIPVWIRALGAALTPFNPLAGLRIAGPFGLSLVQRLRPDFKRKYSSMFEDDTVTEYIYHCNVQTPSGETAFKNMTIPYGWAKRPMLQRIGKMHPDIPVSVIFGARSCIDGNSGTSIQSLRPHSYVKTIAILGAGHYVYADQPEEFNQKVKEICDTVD
Numbers without * were called inactive; / = not tested or not shown.

SMILES	N-glyco inh	HTR2A ag	MC4R antag cAMP	PDI turbidity	ABCB6 inh MLPCN	CaV13 FRET inh	Cardio protect	MC4R barr agon	Granule exo inh	ABHD5-PLIN5 inh
O=C(NCc1cccnc1)/C(=C\c1ccc(-c2cccc(Cl)c2)o1)S(=O)(=O)c1ccccc1	-21	-2	23	-2	90	-8	-9	0.4	90*	82*
COc1ccc(C2=C/C(=C\c3ccccc3OC(C)=O)C(=O)O2)cc1	0	7	20	-10	99	-29	2	-0.9	15	4
Cc1cc(C)n(CCNC(=O)C2CCC(=O)N(CCc3cccc(F)c3)C2)n1 (configuration not stated)	1	7	5	7	99	-4	3	-0.3	-4	1
CC(NC(=O)c1cccs1)C(c1cccs1)N1CCN(Cc2ccccc2)CC1 (configuration not stated)	-2	-8	1	-2	104	/	14	-0.1	-2	1
O=c1[nH]c(CSc2nc3ccccc3[nH]2)nc2c1cnn2-c1ccccc1	3	-4	-27	4	119	-4	-17	0.5	-5	-3
CC(C)(C)c1ccc(/C=N/Nc2cccc(C(=O)O)c2)cc1	-3	-4	-2	-2	98	-4	-7	-0.8	0	-5
CCOC(=O)c1ccc(CNC(=O)Cn2nnc(-c3ccccc3F)n2)o1	-1	2	14	1	94	-2	-3	-1.2	-4	5
COc1ccc(C(=O)Nc2cccc(C(C)=O)c2)c(OC)c1OC	3	2	11	3	94	-3	-10	0.9	-3	3
CCCNC(=O)C(Cc1ccc(I)cc1)NC(=O)c1ccc(C#N)cc1 (configuration not stated)	1	-1	5	14	101	-2	-6	2.4	-14	-3
CC(=O)c1sc(NC(=O)c2cccc3ccccc23)nc1C	2	3	0	-9	106	-7	3	0.9	0	-2
CCOC(=O)N(Cc1ccccc1)Cc1ccc(C(=O)N[C@@H](Cc2ccccc2)C(=O)O)cc1	1	-2	0	12	95	-14	14	-0.8	-3	-3
O=C(c1ccc(C(F)(F)F)n(Cc2ccc(Cl)cc2)c1=O)N1CCOCC1	-2	-6	4	-4	98	-4	-2	-0.9	1	-1
OCC(O)C(O)C(O)C(O)c1nc2ccccc2[nH]1 (configuration not stated)	0	2	2	13	96	-5	2	-1.0	2	5
O=C(/C=C/c1cc(Br)ccc1F)Nc1cccnc1	1	-16	14	10	97	-4	-4	-0.5	3	-4
Cc1ccc(Cl)cc1N1CCN(C(CC(C)C)c2nnnn2CC2CCCO2)CC1 (configuration not stated)	-1	-1	10	-3	95	-4	-18	-0.5	12	8
COc1ccc(OC)c(CCNC(=O)CCc2nnc3ccc(N4CCOCC4)nn23)c1	1	-5	2	2	94	-2	6	0.2	-2	-1
CC12CCC(=O)N1C(C(=O)Nc1nc3ccc(F)cc3s1)CS2 (configuration not stated)	1	7	1	-7	92	-6	3	-2.6	0	-4
C=CCNC(=O)CC1C(=O)NCCN1Cc1ccc(-c2ccccc2)cc1 (configuration not stated)	-1	-5	5	3	99	-19	5	-0.7	-7	-4
COc1ccc(C2(C(=O)Nc3ccc(S(N)(=O)=O)cc3)CCCC2)cc1	-3	1	-2	-1	97	10	6	-0.1	0	4
COc1ccc(C(=O)CSc2nnc(-c3ccoc3C)n2CC2CCCO2)cc1 (configuration not stated)	-2	-1	18	1	93	/	-2	-1.5	1	4
CC(O)[C@H]1CNC(=O)C(=O)N1CCc1cccc2ccccc12 (some centres not stated)	2	-4	6	0	105	-6	-2	-1.5	-8	3
COc1cc(C=C(C#N)C(=O)c2ccccc2)cc(OC)c1OC	5	0	/	/	98	-2	0	/	-7	11
CNCc1c(OCc2ccccc2)ccc2ccccc12	3	-11	13	2	94	-4	-15	3.6	47	-4
COc1ccc(N2CC(C)Cn3c2nc2c3c(=O)n(Cc3ccc(F)cc3)c(=O)n2C)c(OC)c1 (configuration not stated)	-3	8	2	-4	94	/	2	1.6	0	2
O=C(c1ccoc1)N1CCC2(CC1)Oc1ccc(F)cc1C(=O)C21CC(c2ccc(Cl)cc2)=NO1 (configuration not stated)	-4	-2	15	-3	99	-3	-2	1.1	2	-15
Other entries:
SMILES	N-glyco inh	HTR2A ag	MC4R antag cAMP	PDI turbidity	ABCB6 inh MLPCN	CaV13 FRET inh	Cardio protect	MC4R barr agon	Granule exo inh	ABHD5-PLIN5 inh
Cc1cc(OCC(=O)NNC(=O)c2cccnc2)cc(C)c1Cl	3	-3	7	8	100	-3	1	-1.4	1	0
COc1ccc(Cl)cc1NC(=O)CN(C)CC(=O)N1CC(=O)Nc2ccccc21	6	-5	11	11	107	-6	3	0.5	-11	-1
Oc1ccc(F)c2cccnc12	1	1	13	-1	103	-4	3	2.6	2	-9
Cc1cc(Nc2c(C)n(C)n(-c3ccccc3)c2=O)c2ccccc2n1	2	-4	-1	-1	95	-3	10	-1.5	4	0
COc1ccc(CNC(=O)C2(C)Cc3c(-c4cccc(NC(C)=O)c4)ccnc3O2)cc1OC (configuration not stated)	4	7	7	-2	101	-5	23	-0.1	-3	1
CN(C)S(=O)(=O)c1ccc(C(=O)NN2C(=O)NC3(CCCCC3)C2=O)cc1	-1	14	3	25	103	-6	1	-1.3	3	0
N/C(Cn1nnc(-c2ccccc2)n1)=N\O	2	4	-1	3	92	-5	2	0.3	0	-1
CN(C)c1ccc(C(O)c2cc3ccccc3s2)cc1 (configuration not stated)	9	-3	5	-17	99	-11	-7	0.3	-2	10
O=C(CN1CCOCC1)Nc1ccccc1NC(=O)C1CCN(c2ncccn2)CC1	2	1	4	5	100	-4	5	-1.1	-5	4
COc1ccccc1CC(NC(C)=O)C(=O)NC1CCN(C(=O)Nc2ccccc2C)CC1 (configuration not stated)	-2	0	5	-9	99	-2	3	0.3	-4	2
Cc1ccc(S(=O)(=O)N2CCCC(C(=O)NCc3ccc4c(c3)OCO4)C2)cc1 (configuration not stated)	-3	-9	3	5	80	-4	-7	-2.4	-3	-3
O=S(CC1CC1(Cl)Cl)CC1CC1(Cl)Cl (configuration not stated)	-1	0	-2	11	87	-3	19	2.5	-12	3
CCOc1cc(S(=O)(=O)NC2CC(C)(C)NC(C)(C)C2)ccc1Cl	-1	13	-4	4	95	-20	1	0.7	18	5
CCOC(=O)Cn1nc(/C=C/c2ccccc2)ccc1=O	0	-1	-3	-3	100	-6	12	0.9	0	5
Cc1c(Cl)cccc1NC(=S)NCCc1ccccn1	1	-1	6	-2	88	-28	7	0.5	-6	4
COc1ccc(N2CCN(C(=O)C3Cc4ccccc4CN3C(=O)c3ccco3)CC2)cc1 (configuration not stated)	-1	-1	9	-4	103	-5	-2	0.6	10	17
CCCCNC(=S)NC(=O)c1ccc(Cl)cc1Cl	2	3	-2	9	101	-5	-14	2.9	-10	-10
O=[N+]([O-])c1cccc(COc2cccc(CN3CCCCC3)c2)c1	-3	-4	-3	-4	96	-5	8	-2.0	-4	0
CC1=CC(=C2C(=O)c3ccccc3C2=O)C=C(C)N1C	3	4	-13	-2	99	-7	1	2.1	2	8
O=C(COc1ccc(C(=O)c2ccccc2)cc1)NC1CCCCC1	1	0	-1	-18	93	-5	2	-1.9	-5	-3
COc1ccc(NC(=O)COC(=O)COc2cccc(Br)c2)cc1OC	4	2	3	7	94	2	7	-1.2	-2	-1
CS(=O)(=O)c1cccc(C(=O)OCC(=O)c2ccc3c(c2)OCCO3)c1	-2	8	8	-6	94	-5	-15	-0.2	-5	8
COC(=O)C1=CN(Cc2ccc(F)cc2)C=C(C(=O)OC)C1c1cc(OC)c(OC)c(OC)c1	0	0	-6	-1	103	-19	6	-2.2	16	-2
COc1ccccc1OCC(=O)Nc1ccc(S(=O)(=O)Nc2cc(C)nc(C)n2)cc1	0	3	-4	0	94	-7	14	-1.8	2	0
Cc1noc(C)c1S(=O)(=O)N(CCc1ccccc1)Cc1ccccc1	-5	-2	4	13	91	-4	4	-2.1	1	0
(listing goes on)
SMILES	N-glyco inh	HTR2A ag	MC4R antag cAMP	PDI turbidity	ABCB6 inh MLPCN	CaV13 FRET inh	Cardio protect	MC4R barr agon	Granule exo inh	ABHD5-PLIN5 inh
COc1ccc(/C=N/Nc2nc(C)cc(-c3ccccc3)n2)c(OC)c1	0	-1	2	-3	90	-19	4	-1.1	-10	6
CCCn1c(C2CCCN2c2nc(-c3ccc(C)cc3)cs2)nc2cc(Cl)c(N3CCCCC3)cc21 (configuration not stated)	-6	3	13	3	102	-9	-7	2.1	-4	-9
Cc1cc2[nH]c3c(c[n+](C)c4ccccc34)c2cc1C	-24	-2	17	12	99	-5	-16	3.6	21	5
CCCC1=Nc2cc(C(=O)NCc3ccco3)ccc2Sc2ccccc21	10	-2	-14	-1	100	-4	-1	-1.7	0	9
COc1cc(OC)cc(C(=O)O/N=C(\N)c2cccc(C)c2)c1	4	-2	6	0	97	-4	-8	1.6	21	-13
CCCn1nc(Oc2nc(N(C)C)nc(N(C)C)n2)ccc1=O	0	7	2	5	100	-6	3	0.4	-6	1
CC(C)(C)NC(=O)c1cc(NC(=O)c2ccco2)cc(NC(=O)c2ccco2)c1	0	4	-3	0	96	-4	19	-1.3	-1	6
O=C(N1CCCCC1)N1CCC(c2nc3ccccc3[nH]2)CC1	0	0	2	1	97	-2	-7	-2.4	-2	-4
CC(=O)Nc1ccc(S(=O)(=O)N(C)CC(=O)OCC(=O)N(C)C2CCS(=O)(=O)C2)cc1 (configuration not stated)	1	8	-5	-4	91	-5	2	-2.0	-1	10
O=C(CN1C(=O)NC2(CCCC2)C1=O)Nc1cc(S(=O)(=O)N2CCOCC2)ccc1OCC(F)(F)F	0	-2	6	1	98	/	1	-1.8	-17	5
COCCCN1C(=O)N(c2ccc(F)cc2)C(=O)C1CC(=O)Nc1ccc(OC)cc1 (configuration not stated)	1	1	10	-3	104	-3	-3	-0.4	0	4
Cc1ccc(NC(=O)Nc2nnc([C@@H]3C[C@H](O)[C@@H](CO)O3)s2)cc1	1	3	0	6	99	-5	9	1.2	-7	7
O=C(COC(=O)c1cc([N+](=O)[O-])ccc1NCCO)Nc1cccc(S(=O)(=O)N2CCCC2)c1	0	-9	1	1	88	-14	-8	-3.9	5	-4
CCC(=O)Nc1ccc(NC(=O)CCc2ccccc2)cn1	1	-4	20	3	92	15	-3	-0.6	-3	6
O=S(=O)(NCCc1ccccn1)c1cc(Cl)cc(Cl)c1O	2	6	5	1	97	-2	4	-0.5	2	6
CC1CCc2c(sc3ncnc(NCc4cccnc4)c23)C1 (configuration not stated)	1	2	-6	7	93	-6	-7	-1.5	-1	-1
COc1ccc(S(=O)(=O)N(CCc2ccccc2)CC(=O)O)cc1OC	2	1	5	-1	98	/	4	-0.8	3	1

An excerpt from above in order of number of heavy atoms, rising:
SMILES	N-glyco inh	HTR2A ag	MC4R antag cAMP	PDI turbidity	ABCB6 inh MLPCN	CaV13 FRET inh	Cardio protect	MC4R barr agon	Granule exo inh	ABHD5-PLIN5 inh
Cc1cc2[nH]c3c(c[n+](C)c4ccccc34)c2cc1C	-24	-2	17	12	99	-5	-16	3.6	21	5
Cc1ccc(NC(=O)Nc2nnc([C@@H]3C[C@H](O)[C@@H](CO)O3)s2)cc1	1	3	0	6	99	-5	9	1.2	-7	7
COc1ccc(/C=N/Nc2nc(C)cc(-c3ccccc3)n2)c(OC)c1	0	-1	2	-3	90	-19	4	-1.1	-10	6
CCCn1c(C2CCCN2c2nc(-c3ccc(C)cc3)cs2)nc2cc(Cl)c(N3CCCCC3)cc21 (configuration not stated)	-6	3	13	3	102	-9	-7	2.1	-4	-9

Hits appear at their usual frequency; 4.2% or so of the library scored in one or more.
